# NOD2-RIPK2 inh – blocks binding of human NOD2 to RIPK2. CHO BLA complementation NOD2-RIPK2, CCF4 ratio. inhibition, % at 4.98 µM. 0.38% of 360,000 active; in the data active means inhibition above about 21%;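 further: 0% = vehicle only and 100% = reference blocker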
# Target sequence (O43353 whole entry, looked up): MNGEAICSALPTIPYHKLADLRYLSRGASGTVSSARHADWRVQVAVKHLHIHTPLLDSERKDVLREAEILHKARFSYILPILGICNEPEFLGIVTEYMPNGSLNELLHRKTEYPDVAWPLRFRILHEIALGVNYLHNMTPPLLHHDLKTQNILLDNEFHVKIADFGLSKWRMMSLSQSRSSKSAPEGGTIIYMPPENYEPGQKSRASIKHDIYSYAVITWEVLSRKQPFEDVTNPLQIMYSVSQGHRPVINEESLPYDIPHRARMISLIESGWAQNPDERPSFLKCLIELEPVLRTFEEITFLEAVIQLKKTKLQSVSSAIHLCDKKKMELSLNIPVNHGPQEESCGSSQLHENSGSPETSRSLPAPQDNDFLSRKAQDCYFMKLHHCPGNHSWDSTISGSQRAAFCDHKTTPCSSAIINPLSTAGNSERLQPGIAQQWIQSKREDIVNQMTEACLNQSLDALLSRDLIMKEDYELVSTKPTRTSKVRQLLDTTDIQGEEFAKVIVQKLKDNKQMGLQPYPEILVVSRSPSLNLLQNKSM
# aDG glyco up – increases alpha dystroglycan glycosylation | AID 624168 | 0.22% of 360,000 active | activation, % at 10 µM | Pro5-aDG cells, alpha-DG glycosylation AlphaScreen (IIH6); 0% Pro5, 100% B10-LARGE cell signal;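 active means activation of at least 8% versus controls, or a plate z-score of at least 8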;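 further: Pro5 are CHO cells carrying HIG-tagged alpha-DG that lacks glycosylation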
# ABCB6 inh MLPCN – blocks the human ABCB6 transporter; fluorescence ratio to DMSO, % at 10 µM; Q9NP58; 0.19% of 360,000 active; AID 602162; K562-ABCB6 porphyrin accumulation, flow cytometry, 1 h; stronger effect = lower value;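 active means fluorescence ratio to DMSO below 75%, the collection mean minus 3 SD; inconclusive means too few cells collected in the well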;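 further: signal is porphyrin accumulated inside mitochondria; 100% equals median channel fluorescence of DMSO control wells; lower ratio means ABCB6 inhibition with less porphyrin fluorescence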
# Granule exo inh – blocks lytic granule exocytosis | TALL-104 LAMP-1 surface exposure, flow cytometry; cells stimulated with thapsigargin and PMA | inhibition, % at 10 µM | 0.66% of 360,000 active | AID 651702;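 active means inhibition above about 55%, limit read from the data; inconclusive means no clear call, values can overlap the other calls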
# Glyco luc inh – N-linked glycosylation inhibition; D54 ERlucT glycosylation luciferase reporter, 24 h; percent of 100 nM tunicamycin response; reporter increase, % at 12.5 µM; 0.23% of 360,000 active; AID 588692;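 active means mean luciferase reporter signal, scaled so untreated is 0 and the glycosylation-blocking control 100, at or above a set limit in every replicate; inconclusive means mean reaches the limit but not every replicate does; inactive means mean below the limit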;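 further: luciferase carries N-glycosylation sites so blocking glycosylation raises the light; 0% = median of neutral control wells and 100% = median of 100 nM tunicamycin wells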
# Vif inh – blocks HIV Vif function; HEK293T cells, Vif self-association by quenched fluorescence, imaging, 24 h; inhibition, % at 7.49 µM; 0.35% of 340,000 active; AID 602346; in the data active means inhibition above about 50%, passing the limit was not always enough; inconclusive means no clear call, values can overlap the other calls; inactive means below about 31%; further: some results filed as inactive read as strong as hits
# ABHD5 PLIN5 PPI – ABHD5-PLIN5 protein interaction inhibition; Q00G26+Q8WTS1; Split G. princeps luciferase complementation, luminescence, 4 h; inhibition, % at 4 µM; 0.78% of 360,000 active;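 active means inhibition above the mean inhibition across every tested compound plus 3 SD, cut at about 22% in these data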;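 further: 0% = DMSO only wells and the 100% control is not disclosed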
# MC4R antag cAMP – antagonists of human melanocortin 4 receptor (MC4R) | P32245 | MC4R-expressing cells, MTII-stimulated cAMP, LANCE TR-FRET | inhibition, % at 6.5 µM | 0.48% of 360,000 active | AID 540295;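 active means inhibition above its plate's cutoff, the mean of tested wells on that plate plus 3 SD, cut at about 29% in these data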;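 further: 0% = Melanotan II alone and 100% = Melanotan II plus saturating MCL0020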
# Target sequence (P32245 whole entry, looked up): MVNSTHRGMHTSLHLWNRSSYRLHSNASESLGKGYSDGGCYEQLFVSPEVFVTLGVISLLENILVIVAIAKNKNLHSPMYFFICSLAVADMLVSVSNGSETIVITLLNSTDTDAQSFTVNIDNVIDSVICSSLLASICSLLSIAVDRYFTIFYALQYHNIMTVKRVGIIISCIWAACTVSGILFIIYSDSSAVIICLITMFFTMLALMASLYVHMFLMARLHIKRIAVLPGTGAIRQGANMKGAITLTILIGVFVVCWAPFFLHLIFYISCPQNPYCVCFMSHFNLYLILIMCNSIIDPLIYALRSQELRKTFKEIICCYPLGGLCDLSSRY
#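 Test system: U2OS cells stably expressing human melanocortin 4 receptor (MC4R); also added: Melanotan II challenge; compound: 6.5 µM single dose; timing: 30-min compound preincubation, 1-h Melanotan II challenge, 1-h detection, room temperature; signal: Eu-cAMP/anti-cAMP TR-FRET, emission 671 nm; repeats: one well per compound, no replicates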
# MC4R ag barr – agonists of human melanocortin 4 receptor (MC4R) beta-arrestin. U2OS MC4R beta-arrestin complementation, luminescence; percent of melanotan II response, DMSO zero. AID 540308. 0.98% of 360,000 active. activation, % at 8.9 µM. P32245;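 active means activation above a per-plate cutoff, the mean activation of sample wells on that plate plus 3 SD, cut at about 8% in these data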
# TLR9-MyD88 block – inhibitors of human TLR9-MyD88 binding | CHO BLA complementation TLR9-MyD88, CCF4 FRET ratio | inhibition, % at 4.98 µM | Q9NR96+Q99836 | 0.21% of 340,000 active;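 active means inhibition above the mean over all tested compounds plus 3 SD, cut at about 21% in these data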;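 further: 0% = DMSO only wells and 100% = clavulanate BLA inhibitor control wells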
# Numbers without * were called inactive; ? = inconclusive; nt = not tested or not shown.
Structure,NOD2-RIPK2 inh,aDG glyco up,ABCB6 inh MLPCN,Granule exo inh,Glyco luc inh,Vif inh,ABHD5 PLIN5 PPI,MC4R antag cAMP,MC4R ag barr,TLR9-MyD88 block
O=C(CCCN1C(=O)CCC1=O)Nc1ccc2c(c1)OCCO2,-6.6,-0.3,95.0,-3.2,-1.6,7.1,1.7,6.0,0.9,0.5
CCOc1ccc(/C=N/NC(=O)c2cc3ccccc3cc2OC)cc1,0.9,0.2,100.0,0.4,1.5,-6.1,-4.8,7.6,-3.8,-15.8
COc1ccc(CNS(=O)(=O)NCc2ccccc2)cc1OC,-5.5,0.9,100.0,4.1,-0.5,?,-2.7,5.8,-3.3,0.2
NC(N)=NS(=O)(=O)c1ccc(NC(=S)NC(=O)c2ccc3c(c2)OCO3)cc1,0.8,-0.1,95.0,-4.1,-2.0,4.2,-2.6,20.1,6.7,2.4
CCOC(=O)CSc1ncc(-c2cccc(Cl)c2)cn1,-0.9,-0.1,96.0,8.0,-0.5,-3.9,-12.1,5.1,-1.1,9.7
O=c1cc(CSCc2ccc(Cl)cc2)[nH]c(=O)[nH]1,-2.6,0.0,103.0,-6.0,0.0,-3.4,-0.7,0.3,0.1,-7.0
CCN(CC)S(=O)(=O)c1cc(NC(=O)CCc2c(C)noc2C)ccc1C,-9.2,-0.3,102.0,-0.2,0.5,2.2,-15.1,-0.3,0.6,-3.1
Cc1ccccc1Oc1nc2c(C)cccn2c(=O)c1/C=C(\C#N)C(=O)Nc1c(C)n(C)n(-c2ccccc2)c1=O,-4.5,0.5,99.0,8.4,4.2,124.1*,28.1*,2.4,-1.9,3.6
Cc1c(CCC(=O)NCC(=O)NCC(=O)O)c(=O)oc2cc3oc4c(c3cc12)CCCC4,1.7,0.0,101.0,-3.2,0.4,1.5,0.8,17.6,0.9,-5.4
CCn1cc(C(=O)NCCc2ccccc2)c(=O)c2cc(S(=O)(=O)N(C)C)ccc21,8.0,-0.1,99.0,1.7,-0.3,11.2,1.7,3.0,0.0,9.8
COc1ccccc1NC(=S)NCc1cccnc1,14.2,0.3,103.0,-1.4,-0.6,-3.7,-4.4,-2.1,-2.1,0.6
O=C(CSC1=NNC(c2ccccn2)S1)Nc1ccc(C(F)(F)F)cc1 (stereo unspecified),5.6,0.2,103.0,49.8,6.3,-6.3,0.7,6.5,0.7,7.2
Cc1nn(-c2ccc(NC(=O)c3ccncc3)cc2)c(C)c1Cl,-2.0,1.7,84.0,-12.1,-1.0,0.4,-0.1,2.8,-0.9,-4.7
CCN(CC(=O)NCc1ccc(F)cc1)CC(=O)NC1CCCC1,-3.4,0.0,102.0,-16.5,1.6,-1.4,2.8,11.2,1.4,0.5
CCOc1ccc(N2CC(C(=O)NCCc3ccc(OC)c(OC)c3)CC2=O)cc1 (stereo unspecified),-1.5,-0.2,107.0,-2.0,-0.2,1.3,1.4,14.0,0.4,1.4
Cc1ccc(-c2ccc(CCC(=O)O)n2NC(=O)c2cccs2)cc1,5.1,-0.1,109.0,-8.7,-0.8,-9.5,3.5,2.2,-1.3,8.1
COc1ccc(-c2coc3c(C(=O)NCc4ccc(C(F)(F)F)cc4)cccc23)c(C)c1,-5.9,0.5,95.0,0.7,-4.3,-6.7,-5.3,8.7,-0.4,nt
Cc1ccc(-n2cnc3c(sc4nc(N5CCOCC5)c5c(c43)CCCC5)c2=O)cc1,-7.3,0.0,97.0,-2.5,-3.5,2.8,4.4,-3.0,-2.8,nt
CCSC1=C(C#N)C(c2ccc(Cl)cc2)C2=C(CCCC2=O)N1 (stereo unspecified),-4.3,0.6,96.0,4.1,3.4,4.9,7.4,7.4,0.0,-5.6
O=C(Nc1ccc2c(c1)OCO2)c1cc(C2CCCCN2S(=O)(=O)c2ccccc2)on1 (stereo unspecified),-7.4,0.0,91.0,-0.6,-9.5,-7.6,-1.6,-1.8,0.8,nt
O=c1cc(-c2c(O)c3ccccc3n(Cc3ccccc3)c2=O)[nH][nH]1,-6.9,-0.2,102.0,5.5,-4.4,-2.3,-13.3,8.1,-1.9,-7.5
COC(=O)c1cc(C#N)c(N2CCN(C)CC2)nc1C,-14.8,0.1,102.0,-5.4,2.6,-0.6,2.9,4.1,-2.6,7.4
O=C(N[C@@H]1c2ccccc2CC[C@@H]1OCc1ccccc1)c1ccc(C(F)(F)F)cc1,-10.0,0.5,98.0,4.6,-1.6,5.8,-5.4,-2.0,-0.8,-4.1
Cc1nc(NCc2ccco2)nc2c1C(=O)CC(C)C2 (stereo unspecified),-7.5,-0.2,86.0,-0.9,0.5,nt,5.3,4.0,-0.9,5.3
CC1CN(Cc2c(O)ccc3c(=O)c(-c4ccccc4Cl)coc23)CC(C)O1 (stereo unspecified),-6.4,0.2,98.0,9.3,-0.5,nt,-6.2,-3.0,-1.3,4.9
CN(c1ccccc1)c1nc(-n2ccnc2)nc(-n2ccnc2)n1,0.1,0.2,98.0,-0.5,6.6,-9.5,6.9,-3.4,-1.6,2.2
Cc1cc(C)c(C)c(OCC(=O)NCc2nc(-c3ccccc3)no2)c1,5.0,0.6,95.0,0.7,0.8,-3.0,-3.2,-0.3,-1.9,6.1
COC(=O)CCCn1cc(CN2CC(N3CCCCC3)CS2(=O)=O)nn1 (stereo unspecified),-2.0,0.1,100.0,-8.2,nt,nt,-5.2,nt,nt,nt
Cc1ccc(S(=O)(=O)N2CCN(C(=O)CN3C(=O)NC(C)(c4ccc5ccccc5c4)C3=O)CC2)cc1 (stereo unspecified),1.2,0.5,104.0,6.9,-1.3,-10.6,0.3,0.0,-0.9,-1.6
CC(=O)Nc1ccc(CNc2nc(NCC3CC3)nc3ccsc23)cc1,2.9,-0.2,100.0,1.3,-1.7,nt,-7.0,1.9,0.5,nt
CNC(=O)C(=O)NCCN1CCN(S(=O)(=O)c2ccc3ccccc3c2)CC1,-2.4,0.0,101.0,4.1,2.3,-2.7,0.9,-3.1,-0.2,-4.7
O=C(CSc1ccc2ccccc2n1)N1CCC(c2noc3ccc(F)cc23)CC1,-0.9,0.2,94.0,-0.5,-2.7,-10.1,-0.8,1.7,-0.6,0.4
CCOC(=O)CN1C(=O)C(Sc2n[nH]c(-c3cccc(C)c3)n2)CCc2ccccc21 (stereo unspecified),6.8,0.4,97.0,-2.0,-3.3,-10.6,3.0,20.6,0.8,1.9
CC(C)(C)NC(=O)NC(=O)COC(=O)Cc1c(Cl)cccc1Cl,-0.8,0.0,97.0,0.9,2.0,7.8,3.5,20.1,1.4,-10.1
C[C@H](CO)N1C[C@H](C)[C@@H](CN(C)Cc2ccc(C(=O)O)cc2)Oc2c(NS(=O)(=O)c3ccc(F)cc3)cccc2C1=O,4.4,-0.3,97.0,-2.5,1.5,nt,-6.1,4.2,-0.1,0.9
Cc1cccc(N(Cc2ccccc2)C(=O)C2CCN(C(=O)c3ccccc3C)CC2)c1,16.0,0.1,94.0,-3.3,-3.9,-0.9,-1.6,-5.7,1.8,2.2
CC(=O)Nc1ccc(C(=O)CSc2nnnn2C(C)C)cc1,2.6,-0.3,90.0,-1.8,1.1,2.3,2.4,-3.1,3.2,12.2
CCCCN1C(=O)CCC(C(=O)O)C1c1ccc(OC)cc1 (stereo unspecified),-8.7,0.0,101.0,-4.5,3.0,nt,5.4,-3.1,1.5,-5.1
COc1ccc(NC(=O)COc2ccc(/C=C/c3cc[n+](C)cc3)cc2OC)cc1,3.5,-0.1,101.0,8.3,1.6,31.3,9.2,-30.8,-0.7,6.1
C[C@@H]1CC[C@]2(C(=O)O)CC[C@]3(C)C(=CCC4[C@@]5(C)CC[C@H](O)[C@@](C)(C(=O)O)C5CC[C@]43C)C2[C@]1(C)O (stereo partly specified),-2.4,-0.2,98.0,-13.8,1.2,-0.1,3.0,3.7,0.9,-6.3

# Reprinted from the results shown, 2 compounds:
Structure,NOD2-RIPK2 inh,aDG glyco up,ABCB6 inh MLPCN,Granule exo inh,Glyco luc inh,Vif inh,ABHD5 PLIN5 PPI,MC4R antag cAMP,MC4R ag barr,TLR9-MyD88 block
Cc1cc(C)c(C)c(OCC(=O)NCc2nc(-c3ccccc3)no2)c1,5.0,0.6,95.0,0.7,0.8,-3.0,-3.2,-0.3,-1.9,6.1
COC(=O)CCCn1cc(CN2CC(N3CCCCC3)CS2(=O)=O)nn1 (stereo unspecified),-2.0,0.1,100.0,-8.2,nt,nt,-5.2,nt,nt,nt

# (list continues)
Structure,NOD2-RIPK2 inh,aDG glyco up,ABCB6 inh MLPCN,Granule exo inh,Glyco luc inh,Vif inh,ABHD5 PLIN5 PPI,MC4R antag cAMP,MC4R ag barr,TLR9-MyD88 block
O=C(/C=C/c1ccc(F)cc1)Nc1cccc(S(=O)(=O)N2CCOCC2)c1,9.5,0.2,93.0,7.6,0.0,6.5,-1.2,1.0,-2.9,-2.0
CCOC(=O)COc1cc2c3c(c(=O)oc2cc1C)CCCC3,-4.2,0.0,110.0,-2.9,2.9,11.4,-4.6,2.7,-0.7,-2.8
COc1ccc(S(=O)(=O)N2CCCOC2CNC(=O)C(=O)NCCc2ccco2)cc1OC (stereo unspecified),-5.1,-0.1,98.0,0.0,1.3,-1.5,10.1,13.8,-1.0,-2.1
O=C(NNC(=O)c1cc(Cl)ccc1[N+](=O)[O-])c1csc(N2CCOCC2)n1,-8.9,-0.1,93.0,-4.9,0.7,3.9,8.7,5.0,-0.4,-8.8
CCOc1ccc(C2=NNC(c3cccs3)=Nc3ccc(OC)cc32)cc1OCC,-7.5,-0.5,103.0,-3.0,-0.7,15.0,-10.1,0.6,0.0,-11.5
COc1ccccc1CNC(=O)Nc1nnc([C@H]2C[C@H](O)[C@@H](CO)O2)s1,-1.2,-0.2,104.0,-1.1,1.0,-0.2,-1.6,11.3,-0.2,nt
COc1ccc(C(=O)CSc2nnc(-c3ccc(S(=O)(=O)N4CCOCC4)cc3)o2)cc1,-7.0,-0.3,94.0,2.8,-2.7,12.1,-0.9,2.9,1.2,2.7
Cc1cc(Cl)ccc1OCCCC(=O)Nc1cc(S(=O)(=O)N2CCOCC2)ccc1N1CCOCC1,5.6,0.2,97.0,4.6,-1.1,9.3,3.7,-0.6,-2.1,-15.3
CCC(=O)N1CCN(c2cc(N3CCN(C)CC3)c(F)cc2[N+](=O)[O-])CC1,5.7,2.2,101.0,-1.3,-3.9,-40.3,-4.4,1.4,-1.9,-9.9
CN1CCN(C(=O)/C=C/c2ccccc2)CC1,4.0,-0.1,111.0,-9.5,1.1,-1.9,-4.2,19.6,2.2,-0.8
Cc1cccn2c(/C=N/OCc3cccc(F)c3)c(-c3ccc(Cl)cc3)nc12,-4.0,0.0,98.0,21.4,-1.7,0.1,-3.4,2.8,0.1,-4.4
COc1ccc(C(C)=O)cc1COc1ncnc2ccccc12,4.3,-0.3,95.0,-0.6,1.9,5.8,-2.1,-1.5,-1.1,6.2
CCC(C)Sc1nc2c(c(=O)[nH]1)C(c1cccs1)C1=C(CCCC1=O)N2 (stereo unspecified),-1.3,0.0,105.0,-2.3,8.3,nt,5.4,8.8,4.3,-7.7

# A portion of the library; count on the stated rates, not on these rows.
